Screens as filed in PubChem.
HTR5A inv ag = HTR5A inverse agonism, opioid heterodimer counter-screen | 0.083% of 340,000 active | inhibition, % at 9.3 µM | P47898 | HTR5A cell line, luminescence | AID 504634; in the data active = inhibition mostly above about 23%, no sharp cut-off; inactive = mostly below about 18%;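 also: 0% = cells with DMSO and 100% = no-cell wells with DMSO; some compounds called inactive have numbers as strong as hits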
MOR-DOR inv ag = inverse agonists of human mu-delta opioid receptor heterodimerization; 0.21% of 340,000 active; P35372+P41143; cell-based MOR-DOR heterodimer luminescence, inverse agonism; inhibition, % at 9.3 µM; in the data active = inhibition above about 22%, passing the limit was not always enough;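 also: 0% = cells with DMSO and 100% = wells without cells with DMSO; values of inactives mirror those of a sister screen read the other way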
Target sequence (P35372 whole entry, looked up): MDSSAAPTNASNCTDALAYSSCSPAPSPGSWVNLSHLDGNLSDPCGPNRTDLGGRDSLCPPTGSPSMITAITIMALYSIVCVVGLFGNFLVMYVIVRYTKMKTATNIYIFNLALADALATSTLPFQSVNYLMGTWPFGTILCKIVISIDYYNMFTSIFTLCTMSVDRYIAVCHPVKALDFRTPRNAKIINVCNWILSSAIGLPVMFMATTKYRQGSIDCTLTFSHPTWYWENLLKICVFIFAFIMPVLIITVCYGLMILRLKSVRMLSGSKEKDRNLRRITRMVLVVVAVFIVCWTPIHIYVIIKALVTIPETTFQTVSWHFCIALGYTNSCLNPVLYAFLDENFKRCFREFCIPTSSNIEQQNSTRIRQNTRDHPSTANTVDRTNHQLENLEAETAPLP
Target sequence (P41143 whole entry, looked up): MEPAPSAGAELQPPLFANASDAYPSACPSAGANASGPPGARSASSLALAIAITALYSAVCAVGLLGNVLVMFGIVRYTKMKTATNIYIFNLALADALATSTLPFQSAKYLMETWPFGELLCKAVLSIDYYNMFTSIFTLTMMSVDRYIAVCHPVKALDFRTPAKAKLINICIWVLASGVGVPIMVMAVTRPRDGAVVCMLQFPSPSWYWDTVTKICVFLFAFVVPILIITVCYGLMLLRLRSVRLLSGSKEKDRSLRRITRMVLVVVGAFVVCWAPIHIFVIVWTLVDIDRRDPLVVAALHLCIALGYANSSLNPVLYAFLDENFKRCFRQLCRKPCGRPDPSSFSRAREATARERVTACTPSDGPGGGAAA
MOR-DOR ag = agonists of human mu-delta opioid receptor heterodimerization; cells, OPRM1-OPRD1 heterodimerization, luminescence; activation, % at 9.3 µM; 0.3% of 340,000 active; in the data active = activation above about 18%;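 also: 0% = vehicle-treated cells and 100% = reference agonist; values of inactives mirror those of a sister screen read the other way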
PKA-R2B activ = activators of human PKA-R2B complex | P22694+P31323 | PKA-R2B holoenzyme dissociation, Cy5-IP20 fluorescence polarization; R2B truncated from residue 108, S112A mutant; 0% DMSO only, 100% 113 µM cGMP | activation, % at 11.4 µM | 0.079% of 340,000 active;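 active = activation above a cutoff set at the mean over all compounds plus 3 SD, cut at about 18% in these data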;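 also: higher means more holoenzyme dissociation and a rise in polarization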
Arrestin-AP2 inh = inhibitors of human beta-arrestin and AP2 interaction; FITC-arrestin peptide / GST-AP2 beads, flow cytometry; AP2 beta2 appendage carries R879A mutation; inhibition, % at 10 µM; 0.31% of 340,000 active;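 active = inhibition above a set limit, near 3 SD of compounds lacking own fluorescence, cut at about 54% in these data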;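 also: plate controls were DMSO wells for no effect and 5 µM unlabelled arrestin peptide for full effect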
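Material – AP2 appendage R879A on GSH beads · Buffer or medium – PBS with 0.05% Tween 20 and 0.1% BSA · Probe or stimulus – fluorescein-tagged arrestin peptide at 50 nM final · Incubation – compound with beads 12 min RT, then probe 1 h RT · Detection – high-throughput flow cytometry of beads, ex 488, em 535 nm · Evaluation – percent response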
DAGLB inh = diacylglycerol lipase beta (human) inhibition. inhibition, % at 5.17 µM. Q8NCG7. HEK293T DAGLB membrane lysate, EnzChek fluorogenic substrate. AID 504411. 0.059% of 340,000 active; in the data active = inhibition above about 34%;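 also: 0% = enzyme with vehicle and 100% = wells lacking enzyme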
HTR5A ag ctr = counter-screen for OPRM1-OPRD1 agonists: human HTR5A agonism | 0.61% of 340,000 active | HTR5A agonist assay, luminescence, cell-based | P47898 | activation, % at 9.3 µM | AID 504692; in the data active = activation mostly above about 9.5%, no sharp cut-off; inactive = mostly below about 7.6%;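 also: 0% = cells with vehicle only and 100% = reference agonist; strong numbers were not always called active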
PKA-R1A activ = PKA-R1A complex activation; P00514+P68181; PKA-R1A dissociation, Cy5-IP20 fluorescence polarization; scaled: DMSO 0%, 113 µM cGMP 100%; activation, % at 11.4 µM; 0.083% of 340,000 active;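 active = percent activation above the mean of all tested compounds plus 3 SD, cut at about 19% in these data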;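 also: higher means more PKAc released from R1A so a rise in polarization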
Pemphigus Ab inh = inhibitors of pemphigus antibody binding to human desmoglein-3. P32926. DSG3-coupled beads, scFv-anti-DSG3-GFP binding, flow cytometry; hits give low values. binding (percent of control), % at 10 µM. 0.48% of 310,000 active;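 active = binding more than 3 SD below its plate's average and above zero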;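 also: hits lower antibody fragment binding to DSG3; some compounds called inactive have numbers as strong as hits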
V-ATPase pHluor = regulators of yeast V-ATPase proton transport | response, % at 10 µM | 0.37% of 350,000 active | S. cerevisiae, pHLuorin cytosolic pH fluorescence; in the data active = response mostly above about 7.3%, no sharp cut-off; inactive = mostly below about 5.4%; also: actives read high; inactives centre near 0; some compounds called inactive have numbers as strong as hits; reference of the scale not given here
Active calls of the source: *; . = not tested or not shown.

SMILES | HTR5A inv ag | MOR-DOR inv ag | MOR-DOR ag | PKA-R2B activ | Arrestin-AP2 inh | DAGLB inh | HTR5A ag ctr | PKA-R1A activ | Pemphigus Ab inh | V-ATPase pHluor
CC1CCN(C(=O)c2ccc3c(c2)OCCO3)CC1 | 0 | 3 | -0.6 | -8 | -2 | -1 | -1 | 5 | 111 | -2
O=CNc1ccc2c(c1)Cc1cc([N+](=O)[O-])ccc1-2 | 1 | -45 | 8.6 | 1 | 8 | 2 | 0 | 0 | 96 | -2
Cc1cc(/C=c2/sc3nc4ccccc4n3c2=O)c(C)n1-c1ccccn1 | -5 | -26 | 4.7 | -4 | -2 | 0 | -4 | 4 | 102 | 7
COc1ccc(NS(=O)(=O)c2ccc(C)c(C(=O)N3CCCCCCC3)c2)cc1 | 4 | 7 | -1.1 | -2 | 0 | -2 | -4 | -4 | 100 | 3
Cc1ccc(S(=O)(=O)N2CCC(C(=O)NCC(C)(C)N3CCOCC3)CC2)c(C)c1 | 7 | 13 | -3.4 | -2 | -1 | 0 | -3 | -3 | . | 4
COc1ccc(NC(=O)c2cc(-c3ccccc3)nc3c2cnn3C(C)C)c(OC)c1 | 17 | 12 | -2.8 | 10 | -3 | -6 | -7 | -12 | 106 | 0
COc1cc2c(cc1OC)CN(c1nc(CN3CCCCC3)nc3sc4c(c13)CCCC4)CC2 | 9 | 17 | -3.2 | 3 | -5 | -4 | -3 | 1 | . | -2
CCCn1c(=O)c2ccccc2n2c(SCCNCCO)nnc12 | 16 | 10 | -2.0 | -1 | 1 | -1 | -4 | -7 | 103 | -1
CC(=O)c1ccc(-n2nncc2C)cc1 | 14 | 16 | -3.0 | 2 | 1 | -1 | -4 | 2 | 108 | 1
O=C1CC(c2ccc(S(=O)(=O)NC3CC3)cc2)CN1 (configuration not stated) | -3 | 10 | -2.0 | -12 | 12 | -1 | 1 | -8 | 106 | 0
Cc1ccc(C)c(OCCC(=O)OCC(=O)N(C)c2c(N)n(Cc3ccccc3)c(=O)[nH]c2=O)c1 | 13 | 20 | -3.9 | -4 | 14 | 0 | -5 | -6 | 106 | -1
O=C(COC(=O)c1n[nH]c(=O)c2ccccc12)c1ccc(Cl)cc1 | 6 | 12 | -2.3 | 1 | 23 | -1 | -2 | -8 | 96 | -3
CS(=O)(=O)Nc1ccc(C2=NN(C(=O)c3ccco3)C(c3ccccc3)C2)cc1 (configuration not stated) | -4 | 1 | -0.1 | 1 | -16 | 4 | 1 | -4 | 99 | 2
O=C(COC(=O)CCC(=O)N1CCOCC1)Nc1ccc(Br)cc1Br | 0 | 16 | -3.0 | 9 | 6 | -3 | 0 | 4 | 99 | -2
CN(CCOc1ccccc1)C(=S)Nc1ccc(OC(F)F)cc1 | 11 | -2 | 0.4 | -2 | 1 | 0 | -4 | -22 | 116 | 2

In a second layout: entries from further up
canonical_smiles	HTR5A inv ag	MOR-DOR inv ag	MOR-DOR ag	PKA-R2B activ	Arrestin-AP2 inh	DAGLB inh	HTR5A ag ctr	PKA-R1A activ	Pemphigus Ab inh	V-ATPase pHluor
CS(=O)(=O)Nc1ccc(C2=NN(C(=O)c3ccco3)C(c3ccccc3)C2)cc1 (configuration not stated)	-4	1	-0.1	1	-16	4	1	-4	99	2
O=C(COC(=O)CCC(=O)N1CCOCC1)Nc1ccc(Br)cc1Br	0	16	-3.0	9	6	-3	0	4	99	-2

(further entries)
SMILES | HTR5A inv ag | MOR-DOR inv ag | MOR-DOR ag | PKA-R2B activ | Arrestin-AP2 inh | DAGLB inh | HTR5A ag ctr | PKA-R1A activ | Pemphigus Ab inh | V-ATPase pHluor
O=C(NC(=O)c1ccccc1F)Nc1nc(-c2cccs2)cc(C(F)(F)F)n1 | -26 | -20 | 3.8 | -9 | 9 | 1 | 9 | -7 | 94 | 1
CCN(CC(=O)Nc1ccc(NC(C)=O)cc1)C(=O)C1CC(=O)N(c2ccc3c(c2)OCCO3)C1 (configuration not stated) | . | . | . | 1 | . | 0 | . | 10 | 102 | 4
O=C(N/N=C/c1ccc[nH]1)c1ccc2c(c1)OCO2 | 9 | 0 | -0.1 | -3 | -12 | 2 | -3 | -7 | 99 | -4
COc1ccc(OC)c(S(=O)(=O)N2CCN(c3c(C)cccc3C)CC2)c1 | -19 | 6 | -1.0 | -7 | 7 | -1 | 6 | -8 | 105 | 4
O=C(CCOc1ccccc1)Nc1ccccc1[N+](=O)[O-] | -11 | 14 | -3.0 | -5 | 2 | 0 | 1 | -5 | 113 | 5
CCOC(=O)c1ccc(NC(=O)C(=O)NCc2ccccn2)cc1 | 17 | 11 | -2.2 | -6 | 6 | -1 | 3 | 5 | 101 | 0
O=C(O)c1cc(-c2ccccc2)n(-c2ccc(F)cc2)n1 | 4 | 16 | -3.0 | -10 | 18 | 0 | -1 | -3 | 90 | 0
COc1ccc(N2CCN(C(CNS(=O)(=O)c3ccccc3)c3ccccc3)CC2)cc1 (configuration not stated) | 4 | 3 | -0.5 | 6 | -12 | -4 | -1 | 3 | . | 5
O=C(CSc1nnc(-c2cnccn2)n1Cc1ccco1)c1ccc(Cl)cc1 | 12 | -8 | 1.6 | 9 | 6 | 4 | 0 | -4 | 94 | 2
COc1cc(-c2noc(C)c2C(=O)NCc2ccc3c(c2)OCO3)cc(OC)c1OC | 0 | -1 | 0.3 | -13 | 1 | 0 | 2 | 4 | 109 | 4
COc1cccc(CNC(=O)[C@H](C)NC(=O)C2CCN(S(=O)(=O)c3ccccc3)CC2)c1 | -5 | -1 | 0.2 | -2 | -6 | 1 | 3 | -8 | 88 | -2
Clc1nc2ccccc2cc1-c1nnn(-c2ccccc2Br)n1 | -19 | -19 | 3.5 | -1 | 4 | -2 | 6 | 7 | 99 | 4
O=C(O)COn1c(-c2ccccc2)nc2ccc([N+](=O)[O-])cc21 | 0 | -8 | 1.1 | -4 | -2 | 1 | 0 | -5 | 94 | 4
Cc1nc(SCC(=O)Nc2cccc(S(=O)(=O)N3CCOCC3)c2)nc(C)c1C | -16 | 10 | -1.8 | 4 | 4 | 1 | 4 | 6 | 91 | -2
Cc1cccc(OCCSc2nc3ccccc3n2CCC(=O)O)c1 | -3 | 9 | -1.8 | -8 | -18 | 3 | 1 | -2 | 118 | 1
COC(=O)c1ccccc1NC(=O)c1cccs1 | -6 | -12 | 2.3 | -3 | -3 | -8 | 1 | -6 | 103 | 10
Cn1c(=O)c2[nH]c(CN(Cc3ccccc3)Cc3ccccc3)nc2n(C)c1=O | 2 | 13 | -2.5 | -4 | 3 | -1 | 2 | -5 | 96 | 5
O=C(NCC1CCCO1)c1cccc(S(=O)(=O)Nc2ccc(F)cc2)c1 (configuration not stated) | -20 | 0 | -0.1 | -7 | -15 | 0 | 5 | -6 | 102 | 2
O=C(Nc1cc2c3c(c1)CC(=O)N3CCC2)c1ccc(Cl)cc1 | 6 | 7 | -1.1 | 5 | -16 | 5 | -2 | 8 | 98 | 2
O=C(NC(=S)N1CCCCC1c1cccnc1)c1ccc(Br)cc1 (configuration not stated) | 4 | 4 | -0.8 | -4 | 4 | -3 | 3 | 10 | 103 | -2
C/C(=N/NS(=O)(=O)c1ccc(F)cc1)c1ccncc1 | -8 | -2 | 0.4 | 1 | 24 | 3 | 11* | -6 | . | -4
COc1ccc(Cl)cc1-c1nc(SCC(=O)NC2CCCC2)n[nH]1 | -1 | 15 | -3.1 | -7 | 33 | -4 | 0 | -4 | 121 | 2
COc1ccccc1CNC(=O)C1CCCN1S(=O)(=O)c1cccc2cccnc12 (configuration not stated) | 5 | 18 | -3.5 | -3 | 5 | -2 | -2 | -6 | 113 | 2
CC1CCN(S(=O)(=O)c2ccc3c4c2CC(=O)N4CC(C)S3)CC1 (configuration not stated) | -5 | -51 | 9.7 | -6 | 11 | 0 | 1 | -4 | 97 | -2
O=C(Nc1cccnc1)c1cc2c(s1)-c1ccccc1OC2 | -4 | -13 | 2.5 | -1 | -1 | -8 | -2 | -14 | 100 | 9
COc1ccc(C(NC(=O)c2ccc(-c3ccccc3)cc2)c2ccccc2)cc1 (configuration not stated) | 5 | 9 | -1.5 | -9 | -46 | -3 | -2 | 1 | 97 | 0
O=C(CSc1nnc(C2CC2)n1Cc1ccccc1)c1ccc(S(=O)(=O)N2CCOCC2)cc1 | 4 | 8 | -1.3 | 5 | 2 | 0 | 4 | 1 | 100 | 0
CCCc1nc2oc3c(NCCN(C)C)ncnc3c2c2c1CCCC2 | 14 | 9 | -1.7 | 2 | 12 | 1 | -1 | -11 | . | 1
CCc1ccc(NC(=O)N(CCN2CCOCC2)Cc2ccc3c(c2)CCCN3CC)cc1 | -11 | 5 | -1.0 | -1 | 35 | -1 | 3 | -2 | 104 | -1
COc1ccc(CNC(=O)CS(=O)(=O)Cc2nc(-c3cccc(OC)c3)oc2C)cc1 | 12 | 8 | -1.5 | -8 | 22 | -3 | 3 | 1 | 95 | -1
CCOc1ccccc1NC(=O)c1ccccc1-c1nc(-c2ccccc2OC)no1 | -11 | 6 | -1.5 | -5 | -5 | -5 | 5 | -3 | . | 2
CCOC(=O)C1=C(COC(=O)c2cc(S(=O)(=O)N(C)C)ccc2C)NC(=O)NC1C (configuration not stated) | 1 | 14 | -3.6 | -3 | -3 | -4 | 3 | -12 | . | 9
CCOc1ccc(NC(=O)CN(C)C(=O)c2cn(-c3ccccc3)nc2-c2cccs2)cc1OCC | -20 | 3 | -0.5 | 1 | -3 | -3 | -1 | 3 | 101 | -1
O=C1c2cccc(OCC(=O)N3CCCc4ccccc43)c2CCN1Cc1ccc(F)cc1 | -10 | 13 | -2.6 | -17 | -4 | -4 | 7 | -6 | 107 | -1
COc1ccc(-c2csc(NC(=O)CSc3nnnn3C)n2)cc1OC | 21 | 2 | -0.4 | 4 | 0 | 3 | -2 | 5 | 99 | 2
Cc1ccsc1/C=N/NC(=O)c1ccc([N+](=O)[O-])cc1 | 37 | -11 | 2.2 | -6 | -9 | 0 | 1 | 0 | 96 | -1
CC(C)COc1ccc(C(=O)NC(CC(C)C)C(=O)O)cc1 (configuration not stated) | -29 | 9 | -1.6 | -5 | -2 | 2 | 1 | 4 | 107 | 3
O=C(c1cccs1)N(Cc1ccc(F)cc1)C1CCS(=O)(=O)C1 (configuration not stated) | 10 | 15 | -4.6 | 3 | 8 | -2 | 4 | -4 | 113 | -4
COc1ccc(C2CC(c3ccccc3)=NN2S(=O)(=O)c2ccccc2)c(OC)c1 (configuration not stated) | 20 | 3 | -0.5 | -2 | 5 | -1 | -1 | -10 | 102 | 2
COc1cc(NC(=O)c2cccs2)ccc1NC(=O)c1ccco1 | 8 | 9 | -1.5 | -6 | -8 | -2 | -2 | -1 | 95 | 0
O=C(CCCn1c(=O)[nH]c2cc(Cl)ccc2c1=O)NC1CCCCCC1 | 2 | 10 | -1.6 | 0 | -2 | 2 | 2 | 3 | . | 4
CCOC(=O)c1ccc(NC(=O)CCC(=O)OC)cc1 | -26 | 6 | -1.3 | 6 | 3 | -1 | 10 | 0 | 95 | 0
C=CC[C@@H](CC(=O)OC(C)(C)C)C(=O)OC[C@@H]1CCCN1C(=O)[C@@H](CC=C)CC(=O)N[C@H](CO)Cc1ccccc1 | -8 | 0 | 0.0 | -5 | 4 | -1 | -3 | -8 | 106 | -53
